# EPAC1 agonist: qHTS for Agonist of cAMP-regulated guanine nucleotide exchange factor 3 (EPAC1): primary screen; AID 720707, 2013; Rap guanine nucleotide exchange factor 3 (Homo sapiens), O95398; EPAC1 agonist qHTS, biochemical assay; response scale: 100% = response to 6.5 mM cAMP; Potency, µM (highest dose often 154 µM), without a hit: at the highest dose activation, usual class: activators; 360,000 tested, 0.073% active; note: nearly all actives have a fitted effect of over 60% in size
#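 Normalized to 6.5 mM cAMP, activity reflects EPAC1-catalysed release of BODIPY-GDP from Rap1B, followed kinetically over 30 min at 480 nm excitation, 540 nm emission. Reaction contained 100 nM EPAC1, 250 nM Rap1B-BODIPY-GDP, 50 uM GDP.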
# EPAC2 antag: qHTS for Antagonist of cAMP-regulated guanine nucleotide exchange factor 2 (EPAC2): primary screen | AID 720708, 2013 | 360,000 tested, 0.18% active | EPAC2 GEF exchange of Rap1B-BODIPY-GDP, fluorescence | Rap guanine nucleotide exchange factor 4 (Homo sapiens), Q8WZA2 | Potency, µM (doses to about 114 µM), for the others: top-dose activity, negative = inhibition, actives largely listed as inhibitors; note: % is set by controls: 0 for no effect and ±100 for the full control effect; nearly all actives have a fitted effect of over 45% in size; many of its hits are not listed in these tables
# PTHR1 agonist: qHTS for PTHR1 Agonists: Primary Screen; HEK293 GP2 PTHR1 cells, GloSensor cAMP luminescence, 1 h; Parathyroid hormone/parathyroid hormone-related peptide receptor (Homo sapiens), Q03431; Potency, µM (doses to about 115 µM), for inactives: at the top dose activation, usual class: activators; 410,000 tested, 0.075% active; note: nearly all actives have a fitted effect of over 55% in size; some results filed as inactive show a strong effect at the top dose; inactives centre near -15; many of its hits are not listed in these tables
# Target sequence (Q03431 whole entry, looked up): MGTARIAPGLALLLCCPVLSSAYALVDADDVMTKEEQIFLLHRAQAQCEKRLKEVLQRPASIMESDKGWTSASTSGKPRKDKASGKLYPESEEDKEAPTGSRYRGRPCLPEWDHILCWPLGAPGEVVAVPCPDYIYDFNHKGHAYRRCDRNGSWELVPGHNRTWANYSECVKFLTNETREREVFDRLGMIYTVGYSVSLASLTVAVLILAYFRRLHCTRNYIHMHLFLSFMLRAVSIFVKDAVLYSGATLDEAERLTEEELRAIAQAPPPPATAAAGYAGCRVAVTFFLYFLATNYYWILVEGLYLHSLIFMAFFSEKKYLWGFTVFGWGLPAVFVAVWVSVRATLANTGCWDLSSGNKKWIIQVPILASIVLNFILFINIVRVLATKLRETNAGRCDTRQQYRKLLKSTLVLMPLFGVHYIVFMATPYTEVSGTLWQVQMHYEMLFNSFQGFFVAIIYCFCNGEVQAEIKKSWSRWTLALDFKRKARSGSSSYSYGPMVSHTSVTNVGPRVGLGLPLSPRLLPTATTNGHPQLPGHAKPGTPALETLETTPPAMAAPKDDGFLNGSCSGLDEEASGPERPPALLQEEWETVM
#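 HEK-293-derived GP2 cells expressing PTHR1 and a GloSensor cAMP reporter, 3,000/well, plated overnight, given luciferin plus IBMX (each 0.5 mM as added) for 1 h at 37 °C, then compound for 1 h at 37 °C. Luminescence was read after 15 min at room temperature.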
# TDP-43 yeast inh: qHTS of TDP-43 Inhibitors. TDP-43 expressing yeast growth rescue, BacTiter-Glo, 24 h. Potency, µM (series often up to 46.1 µM), for the others: at the top dose growth rescue (activation), actives largely listed as activators. 410,000 tested, 1.8% active; note: % of control where 0% means no effect; nearly all actives have a fitted effect of over 50% in size
#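 Galactose-induced TDP-43 yeast, OD600=0.02, compound pinned; 24 hr, 30 deg C; BacTiter-Glo luminescence for growth. Inhibitors of TDP-43 toxicity read as activators.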
# FUS yeast rescue: qHTS for Suppressors of FUS Proteinopathy: Primary screen using FUS-linked yeast assay; S. cerevisiae FUS-expressing, growth rescue, OD600, 24 h; Potency, µM (titrated, usually from 76.6 µM), inactives show at the top dose growth rescue (activation), actives largely listed as activators; 390,000 tested, 0.24% active;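 note: plate controls were DMSO vehicle for no effect and reference control for full effect; nearly all actives have a fitted effect of over 55% in size; some results filed as inactive show a strong effect at the top dose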
#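 Galactose (2%) drives FUS expression in yeast precultured in raffinose; seeding density OD 0.005. Test compounds incubated 24hr at 30C and 99% humidity before absorbance at 600 nm was measured.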
# EPAC1 antagonist: qHTS for Antagonist of cAMP-regulated guanine nucleotide exchange factor 3 (EPAC1): primary screen; Rap guanine nucleotide exchange factor 3 (Homo sapiens), O95398; EPAC1 GEF assay, Rap1b-BODIPY-GDP exchange fluorescence; Potency, µM (series often up to 115 µM), inactives show top-dose activity change, negative = inhibition, actives largely listed as inhibitors; 360,000 tested, 0.14% active; AID 720709, 2013;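 note: plate controls were vehicle for no effect and positive control for full effect; nearly all actives have a fitted effect of over 50% in size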
# EPAC2 agonist: qHTS for Agonist of cAMP-regulated guanine nucleotide exchange factor 4 (EPAC2): primary screen | Rap guanine nucleotide exchange factor 4 (Homo sapiens), Q8WZA2 | EPAC2 activation, biochemical qHTS; response scale: 100% = 6.5 mM cAMP response | Potency, µM (top dose mostly 154 µM), inactives show at the top dose activation, usual class: activators | 360,000 tested, 0.079% active | AID 720711, 2013; note: nearly all actives have a fitted effect of over 50% in size
#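 Guanine nucleotide exchange by EPAC2 is measured as reduced fluorescence of BODIPY-GDP once it is released from 250 nM Rap1B. Plates are read kinetically for 30 min at room temperature; results are scaled to 6.5 mM cAMP.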
# aSyn rescue: qHTS of alpha-syn Inhibitors; Yeast expressing alpha-synuclein, growth rescue, BacTiter-Glo, 24 h; 370,000 tested, 0.14% active; Potency, µM (doses to about 46.1 µM), for inactives: top-dose growth rescue (activation), usual class: activators; note: % of control where 0% means no effect; nearly all actives have a fitted effect of over 65% in size
#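 Rescue of yeast growth: cells expressing toxic alpha-synuclein, induced in galactose at OD600 0.02, incubated with compound 24 h at 30 C. ATP luminescence quantified growth; inhibitors of toxicity appear as activators.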
# The depositor's hits bear a star; i = inactive; ? = inconclusive; . = no result given; [ ] = another dose, or the depositor's remark. Calls come from the whole dose curve; as a rule, active = well fitted curve in the direction sought with a large enough effect; inconclusive = small, poorly fitted or top-dose-only effect, or another doubt; inactive = no such curve, though single readings can be large; an effect the other way counts as inactive or inconclusive. Potency is the fitted concentration of half-maximal effect. A portion of the library; rates above refer to the full screens.
SMILES,EPAC1 agonist,EPAC2 antag,PTHR1 agonist,TDP-43 yeast inh,FUS yeast rescue,EPAC1 antagonist,EPAC2 agonist,aSyn rescue
COC(=O)Cc1c(C)nc2nc(-c3cccnc3)[nH]n2c1=O,-4%,-1%,i,6%,-18%,-20%,5%,-15%
COc1cccc(C(=O)NCCS(=O)(=O)N2CCCC(C)C2)c1 (stereo not drawn),5%,-3%,i,10%,-38%,-11%,4%,-5%
Cc1onc(COc2ccccc2O)c1Br,-1%,9%,i,9%,-42%,8%,-1%,9%
CCOc1ccccc1C(=O)N1CCc2cc(OC)c(OC)cc2C1COc1ccc(OC)cc1 (stereo not drawn),.,.,i,?,40%,.,.,-6%
COc1ccc(NC(=O)N2CCc3ccccc3C2)cc1,5%,2%,-8%,9%,-16%,-12%,2%,-12%
Cc1nc(Cl)sc1C(=O)Nc1ccc(F)cc1,5%,8%,-5%,3%,-3%,18%,-6%,-2%
COc1ccc(N/C=C(\C#N)S(=O)(=O)c2ccc(Cl)cc2)c(OC)c1,17%,-10%,-13%,4%,8%,-19%,18%,-6%
CC1CC(NC(=O)Cc2ccc(Br)cc2)CC(C)(C)C1 (stereo not drawn),13%,?,?,22%,22%,-28%,-15%,10%
CC1(C)Cc2c(sc3c2C2=NCCN2C=N3)CO1,2%,10%,-29%,-3%,0%,3%,2%,-9%
O=C(NNS(=O)(=O)c1ccccc1[N+](=O)[O-])c1cccc(Cl)c1,2%,11%,-5%,16%,.,-3%,1%,0%
O=C(COC(=O)c1ccc(C(F)(F)F)cc1)NC(=O)NC1CCCC1,-20%,-2%,-33%[inhibitor],5%,-12%,12%,-14%,-5%
COc1ccc(N2CCN(C(CNC(=O)C(C)(C)C)c3cccnc3)CC2)cc1 (stereo not drawn),-6%,3%,-20%,-9%,0%,-16%,-2%,-5%
CCOC(=O)CSc1nc(N)c(C#N)c(-c2cccs2)c1C#N,6%,3%,-3%,?,4%,6%,-13%,1%
Cc1ccc(-c2nnc(SCC(=O)NNC(=O)COc3cccc(C)c3)n2C)cc1,10%,1%,i,-9%,24%,10%,0%,-10%
C1=CC2c3ccccc3NC(c3ccncc3)C2C1 (stereo not drawn),3%,10%,i,7%,.,6%,3%,0%
COC(=O)c1ccccc1NC(=O)N1CCN(c2ccc(OC)cc2)CC1,2%,-6%,0%,24%,-2%,15%,15%,-9%
O=C(NCC(=O)N1CCCC1)c1ccc(Br)o1,6%,4%,i,9%,1%,-1%,8%,-5%
CC(=O)Oc1ccc(N(C(C)=O)S(=O)(=O)c2ccc3ccccc3c2)cc1,7%,-28%,-38%[inhibitor],13%,-17%,-26%,28%,-3%
CN(C)/C=N/c1sc2c(c1C#N)CCCCC2,-6%,3%,i,8%,.,-26%,15%,7%
O=C(O)c1ccc(-c2ccccn2)s1,-6%,8%,-3%,-19%,-11%,10%,5%,4%
CC(C)(C)c1ccc(SC2=C[C@@]3(O)CC[C@@H](O)[C@@](Sc4ccc(C(C)(C)C)cc4)(C2=O)[C@H]3O)cc1,-19%,-6%,-54%[inhibitor],10%,12%,-18%,-3%,-4%
CC1CC(C)CN(C(=O)COC(=O)c2c[nH]c3ccccc23)C1 (stereo not drawn),-14%,3%,-48%[inhibitor],12%,5%,-7%,5%,4%
CCCCc1ccc(CC(=O)O)cc1,7%,-5%,i,?,15%,-7%,2%,2%
Nc1nonc1C(=O)N/N=C/c1cc(Br)ccc1O,1%,-9%,-12%,2.8µM*,-1%,-21%,0%,?
O=C(N/N=C\C=C\c1ccc(Br)cc1)c1ccc2c(c1)OCO2,-6%,-7%,i,-12%,1%,-13%,-3%,0%

# Reprinted from the part before: 2 compounds, then new ones.
SMILES,EPAC1 agonist,EPAC2 antag,PTHR1 agonist,TDP-43 yeast inh,FUS yeast rescue,EPAC1 antagonist,EPAC2 agonist,aSyn rescue
Nc1nonc1C(=O)N/N=C/c1cc(Br)ccc1O,1%,-9%,-12%,2.8µM*,-1%,-21%,0%,?
O=C(N/N=C\C=C\c1ccc(Br)cc1)c1ccc2c(c1)OCO2,-6%,-7%,i,-12%,1%,-13%,-3%,0%
COc1cc([N+](=O)[O-])ccc1N1C(=O)CC(Sc2nccc(C)n2)C1=O (stereo not drawn),-6%,4%,i,?,-6%,-1%,-7%,7%
O=C(O)CCCCOn1ccnc1,2%,8%,i,8%,-11%,10%,5%,1%
O=C(COC(=O)/C=C/c1ccccc1[N+](=O)[O-])NC(=O)NC1CCCC1,9%,-8%,i,9%,19%,-6%,-9%,2%
CC(C)(C)c1ccc(NC(=O)C2=CN3CCS(=O)(=O)N=C3C=C2)cc1,-15%,2%,-1%,4%,14%,13%,-7%,6%[1.84 µM]
COc1ccc(OC)c(S(=O)(=O)NCC(=O)NC2CCCCCC2)c1,9%,-3%,-3%,6%,9%,7%,5%,-3%
Nc1cc(C(=O)O)c(Oc2ccc(Cl)cc2Cl)cc1C(=O)O,3%,-1%,i,2%,.,2%,3%,5%
COc1ccc(-c2ccc3c(c2)c(C#Cc2ccsc2)c(-c2cc(OC)cc(OC)c2)n3C)cc1,-6%,-2%,?,8%,30%,-1%,4%,-4%
OC(CN1CCCC1)Cn1ccc2ccccc21 (stereo not drawn),-4%,4%,4%,9%,-11%,7%,-2%,7%
CCN1C(=O)/C(=C/N(C)C)c2ccccc21,4%,-1%,i,-2%,10%,-7%,13%,5%
CCN(CC)C(=O)c1cc2cc(Br)ccc2oc1=O,-2%,3%,-8%[57.5 µM],-8%,9%,7%,-1%,2%
Cc1onc(-c2ccccc2)c1C(=O)OCC(=O)N(C)c1c(N)n(Cc2ccccc2)c(=O)[nH]c1=O,-6%,21%,-25%,-4%,10%,15%,0%,-4%
CC(C)c1ccc(NC2CCCN(C(=O)c3n[nH]c4c3CCC4)C2)cc1 (stereo not drawn),-8%,-9%,-33%[inhibitor],20%,19%,12%,-11%,8%
O=C(NCc1ccc2c(c1)OCO2)c1cccnc1,7%,7%,i,-6%,7%,1%,2%,-17%
Cc1cccc(-n2c(N)c(-c3nc4ccccc4n3C)c3nc4ccccc4nc32)c1,12%,3%,i,0%,-15%,8%,?,-15%
O=C1NCCN1Cc1ccccc1,3%,-4%,-2%[57.5 µM],4%,-2%,9%,0%,-8%
O=S(=O)(c1ccccc1)c1nc(Nc2cccc(O)c2)sc1Cl,21%,?,-89%[inhibitor],23%,.,-22%,26%,-1%
Cc1ccc(S(=O)(=O)C(CCC(=O)N2CCOCC2)S(=O)(=O)c2ccc(C)cc2)cc1,10%,-11%,i,-8%,5%,-2%,3%,.
Cc1nc(SC(C)C(=O)NC2CCCCC2C)c2c(C)c(C)sc2n1 (stereo not drawn),5%,-20%,-23%,6%,-11%,20%,-8%,0%
CC(C)(C)NC(=O)NCc1ccco1,9%,10%,i,-18%,7%,11%,10%,-8%
Cc1ccc(C)c(NC(=O)C2CC(O)CN2C(=O)Oc2ccccc2)c1 (stereo not drawn),8%,4%,-22%,-17%,6%,-15%,5%,3%
CN(/N=C/c1ccccc1)C(=S)c1ccccc1,12%,-22%,-35%[inhibitor],6%,-1%,-10%,13%,5%
CCn1c(=O)c2c(nc3n2CCS3)n(C)c1=O,-11%,0%,-5%,-13%,13%,2%,0%,1%
CCOC(=O)N1CCN(C(=O)CCC(=O)N2CCOc3ccc(C)cc32)CC1,4%,-3%,-10%[57.5 µM],-9%,0%,4%,6%,1%
O=C(O)CCC(=O)NNC(=O)COc1ccc(Cl)cc1Cl,-8%,-5%,7%,0%,-8%,-4%,1%,-1%
CCOC(=O)c1ccc(N2C(=O)CC(C(=O)OC)=C2C)cc1,0%,-1%,-13%[57.5 µM],-10%,18%,3%,3%,9%

# An excerpt from above with just EPAC1 agonist and PTHR1 agonist:
structure	EPAC1 agonist	PTHR1 agonist
CC(C)(C)NC(=O)NCc1ccco1	9%	i
COc1cc([N+](=O)[O-])ccc1N1C(=O)CC(Sc2nccc(C)n2)C1=O (stereo not drawn)	-6%	i

# New compounds follow.
SMILES,EPAC1 agonist,EPAC2 antag,PTHR1 agonist,TDP-43 yeast inh,FUS yeast rescue,EPAC1 antagonist,EPAC2 agonist,aSyn rescue
CCOC(=O)c1cnc2c(cnn2C)c1NCCC(O)C(F)(F)F (stereo not drawn),-15%,-7%,-14%[57.5 µM],-16%,48%,-4%,-15%,-1%
CCCc1nc2ccc(NC(=O)c3cccs3)cc2c(=O)n1Cc1ccc(Cl)cc1,9%,3%,-39%[inhibitor],20%,-14%,-23%,8%,-13%
Fc1ccccc1CN1CCCN(C(=S)Nc2cccc(Cl)c2)C1,16%,-25%,-3%,-15%,15%,4%,7%,1%
O=[N+]([O-])c1ccc(OCC(O)CNCCNc2nccc(C(F)(F)F)n2)cc1 (stereo not drawn),-6%,4%,-14%,14%,8%,-6%,9%,1%
CC(=O)C1CCCN(C(=O)c2ccc3nc(Cc4cccc(Cl)c4)oc3c2)C1 (stereo not drawn),2%,13%,-12%,8%,.,4%,7%,-2%
Cc1ccc(C(C)C)c(OCC(=O)Nc2ccccc2N2CCN(C)CC2)c1,-2%,0%,-12%[57.5 µM],19%,-1%,-6%,15%,4%
Cc1cc(C)nc(SCc2csc(-c3ccccc3)n2)n1,4%,-10%,-40%[inhibitor],?,.,-5%,5%,2%
Cc1ccc(C(=O)CCC(=O)OCC(=O)Nc2cc(S(=O)(=O)N(C)C)ccc2C)cc1,9%,-6%,-5%,5%,7%,0%,7%,19%
COCCNc1nnc(SCC(=O)Nc2cc(-c3ccccc3)nn2-c2ccccc2)s1,-18%,7%,-11%,5%,36%,-9%,1%,-4%
COc1ccc(C)cc1-n1nnnc1SCC(=O)c1cc(C)n(Cc2ccco2)c1C,11%,11%,-16%,7%,44%,3%,11%,1%
CCOC(=O)c1ccc(S(=O)(=O)Nc2cc(C(=O)O)ccc2Cl)cc1,1%,9%,i,-16%,15%,12%,20%,18%
Cc1ccc(COC(=O)CCN=C2NS(=O)(=O)c3ccccc32)cc1,4%,4%,i,14%,-10%,22%,8%,-3%
Clc1ccc(SCCCCn2cncn2)cc1,1%,-15%,20%,?,40%,-5%,1%,21%

# Screens as filed in PubChem.
